# Screens as filed in PubChem BioAssay.
# All columns: NCI-60 one-dose screen, growth in % after 48 h at 10 µM unless noted; 100 = growth as untreated, 0 = no growth, -100 = all killed.
# HCC-2998: HCC-2998 colon cancer; 79,000 compounds, 4.7% hits
# HCT-15: HCT-15 colon cancer. AID 1794746. 82,000 compounds, 5.2% hits
# HT29: HT29 colon cancer. 81,000 compounds, 7.4% hits. AID 1794748
# SW-620: SW-620 colon cancer | 82,000 compounds, 5.2% hits | AID 1794795
# SF-268: SF-268 CNS cancer cells; 82,000 compounds, 3.1% hits; AID 1794759
# SNB-19: SNB-19 CNS cancer cells; 81,000 compounds, 2.5% hits; AID 1794751
# SNB-75: SNB-75 CNS cancer; 79,000 compounds, 5% hits
# KM12: KM12 colon cancer cells; 82,000 compounds, 5% hits; AID 1794800
# HCT-116: HCT-116 colon cancer; 82,000 compounds, 7.3% hits; AID 1794798
# Numbers without * were called inactive; / = not tested or not shown; & = joins results of further samples. The calls were made as follows: active = growth percent below 10; inactive = the rest.
SMILES,HCC-2998,HCT-15,HT29,SW-620,SF-268,SNB-19,SNB-75,KM12,HCT-116
O=c1[nH]c(-c2cccnc2)nc2c1sc(=S)n2-c1ccc(F)cc1,108,93,95,111,96,104,99,95,81
CS(=O)(=O)OC1C(COC(=O)c2ccccc2)OC2C1Oc1nc(=O)ccn12 (stereo not drawn),100,110,101,/,99,98,112,110,104
C=C(C)[C@@H]1CC=C2c3sc(-c4ccc(O)cc4)nc3C[C@@H](C)[C@]2(C)C1,108,98,99,102,107,88,71,94,95
O=c1[nH]c2ccc(Oc3ncccn3)cc2c(=O)n1Cc1cccc(NC(=S)Nc2ccc(F)cc2)c1,101,86,90,102,95,87,94,91,87
COc1ccc2oc(=O)cc(-c3c4nc(c(-c5cc(=O)oc6ccc(OC)cc56)c5ccc([nH]5)c(-c5cc(=O)oc6ccc(OC)cc56)c5nc(c(-c6cc(=O)oc7ccc(OC)cc67)c6ccc3[nH]6)C=C5)C=C4)c2c1,100,90,90,111,87,100,77,92,62
COc1ccc(CC(N)C(=O)O)cc1 (stereo not drawn),106,100,97,106,100,104,87,108,96
COc1ccc2cc(-c3cc4ccc(OC)cc4oc3=O)c(=O)oc2c1,/,110,112,100,102,99,105,110,107
O=C(O)c1cccc2c1-c1ccccc1C(Br)C2Br (stereo not drawn),103,113,107,111,119,112,99,110,120
Cc1ccsc1[C@@H]1C[C@@H]2Cc3ccccc3N1O2,95,99,110,98,108,112,99,99,108
CC1=C(Br)C(=O)C(C)=C(Br)C1=O,118,117,96,113,103,108,98,108,100
NC(=NCCCOc1ccc(F)cc1)Nc1ccc(Cl)c(Cl)c1,-46*,76,32,60,55,77,58,77,46
O=C(Nc1ccc(-c2nc3ccccc3c(=O)[nH]2)cc1)c1cc2ccccc2[nH]1,62,82,94,81,107,106,65,67,88
CCCCCCCCOC(=O)c1ccccc1C(=O)O,104,113,110,108,109,101,97,106,111
Nc1ccc(S(=O)(=O)c2cc(O)c3ccccc3c2O)cc1,118,98,115,96,93,110,94,99,90
Oc1c(CN2CCCC2)cc(COCc2ccccc2)c2cccnc12,50,11,74,22,23,25,45,29,9.2*
COc1cc2c(=O)ccn(-c3ccc(N(C)C)cc3)c2cc1OC,121,101,100,103,91,99,94,104,106
O=S(=O)(NCCNc1nccc(-c2c(-c3cccc(F)c3)nc3sccn23)n1)c1ccc(C(F)(F)F)cc1,111,73,63,110,78,95,85,81,68
Cc1ccc(OCCOCCOCCOCCOc2ccc(C)n(O)c2=S)c(=S)n1O,5.7*,29,24,26,11,15,33,19,14
COc1ccc(-c2ccc(NC(=O)Nc3ccccc3)c(C)n2)cc1OC,87,90,79,104,100,107,106,98,95
Oc1c(Cl)cc(Cl)cc1C=Nc1cc(C(F)(F)F)ccc1N1CCc2ccccc2C1,101,70,96,92,64,83,68,78,71
CCSc1oc(-c2ccccc2)nc1S(=O)(=O)c1ccc(F)cc1,107,87,87,97,96,100,90,98,82
Nc1ccc(S(=O)(=O)NN=C2CCCC2)cc1,107,110,92,104,101,100,94,107,91
N#C/C(=C\c1ccccn1)c1nc2cc(Br)ccc2s1,98,96,93,91,83,94,34,100,85
O=C(O)CCc1cccc(O)c1,100,115,99,102,107,99,/,113,108
CCNc1nc2ccc(Nc3ccnc4cc(Cl)ccc34)cc2[nH]1,84,90,51,58,88,85,87,67,17

# The results go on.
SMILES,HCC-2998,HCT-15,HT29,SW-620,SF-268,SNB-19,SNB-75,KM12,HCT-116
COc1ccc(-c2nc3ccc(-c4nnc(SCC(=O)Nc5ccc(C(=O)/C=C/c6ccc(Cl)cc6)cc5)o4)cc3[nH]2)cc1OC,124,97,108,105,106,109,106,104,101
CS(=O)(=O)Nc1cc(-c2ccc3ncc(C#N)c(Nc4cccc(Cl)c4F)c3c2)cnc1Cl,-22*,8.3*,2.9*,5.0*,-10*,5.4*,48,3.4*,-15*
CCOc1nnc2c3ccccc3n(C)c2n1,108,104,100,98,105,100,93,101,100
COc1ccc(Cc2nc3c([nH]2)c(=O)n(C)c(=O)n3C)cc1OC,107,106,97,109,117,111,88,111,105
NC(=O)c1ncn(C2OC(CO)C(O)C2O)n1 (stereo not drawn),93,89,73,71,/,/,/,98,58
Nc1nc2c3cccnc3cc(-c3cccc(Cl)c3)c2c2ncccc12,74,39,36,51,69,71,38,42,33
NC(=O)COc1ccc(Br)cc1Br,102,107,96,104,94,105,101,103,96
C(=N/N=C/c1cccnc1)/c1cccnc1,/,108,91,104,97,97,82,101,98
Cc1nc(Nc2nc3ccccc3s2)[nH]c(=O)c1CCO,108,110,116,95,107,99,101,91,96
Cn1cc(-c2cc3nc(-c4cn(C)c5ncccc45)cc(N)n3n2)c2ccccc21,5.2*,9.8*,-6.2*,20,15,38,/,36,-20*
CCCCC/C(C)=C(\C)C1CC1CCNS(=O)(=O)c1ccc(C)cc1 (stereo not drawn),118,99,101,101,95,99,105,101,98
CC(=O)N1N=C(c2ccc(Oc3nnnn3-c3ccccc3)cc2)OC1c1ccc(F)cc1F (stereo not drawn),101,101,115,112,90,109,99,102,85
S=C1Nc2ccccc2C(=S)N2CCCC12 (stereo not drawn),105,100,107,103,99,92,89,103,103
CC(=O)c1c(C)nc(SCC(=O)Nc2cccc(O)c2)n1-c1ccc(Cl)cc1,99,95,102,87,96,92,63,94,95
O=C(NNc1nc(N2CCN(C3CCCCC3)CC2)nc(N2CCN(C(c3ccccc3)c3ccccc3)CC2)n1)c1ccccc1,94,78,76,79,53,43,/,91,63
CC(C)OC(=S)Nc1ccccc1,78,102,99,98,100,104,91,101,99
Cc1ccn2c(=O)c(C)cnc2c1,106,101,98,104,91,98,92,105,94
CCOC(=O)c1nnnn1CC(=O)c1cc(OC)c(OC)c(OC)c1,106,99,91,100,104,108,86,99,96
N#CC(C(=O)c1ccccc1)c1ccccc1 (stereo not drawn),98,96,110,117,107,100,70,108,91
Cc1cccc(NCC(=O)N2CCN(c3ncnc4c3cnn4-c3ccccc3)CC2)c1,86,73,84,82,73,89,54,41,59
S=c1[nH]ccc2ccccc12,112,100,103,108,116,103,92,112,106
CCN(CC)c1ccc2nc3ccc(N=Nc4ccc(N(C)C)cc4)cc3[n+](-c3ccccc3)c2c1,-70*,-10*,-32*,-83*,9.8*,40,-99*,-64*,-70*
COc1cccc(/C=C/C(=O)OCC(=O)Nc2cccc(S(=O)(=O)N(C)C)c2)c1,100,109,105,101,107,93,93,107,100
COc1cc2nc(Cl)nc(Nc3cccc(C(=O)/C=C/c4ccccc4)c3)c2cc1OC,57,-34*,4.2*,-12*,86,33,62,9.1*,-52*
Cn1cc(-c2nc(N)nnc2-c2cncc(Br)c2)c2cc(F)ccc21,86,73,95,82,91,65,47,89,79

# Further compounds follow:
SMILES,HCC-2998,HCT-15,HT29,SW-620,SF-268,SNB-19,SNB-75,KM12,HCT-116
COC1OC(CO)C(N=C(C)C)C1O (stereo not drawn),107&105,92&102,107&103,103&106,102&110,103&102,92,105&107,103&98
COc1ccc(Cn2cc(C(=O)N=Nc3c(O)[nH]c4c(Cl)cccc34)nn2)cc1,99,107,97,100,95,94,82,107,92
C/C=C/C(OC(C)=O)OC(C)=O,106,101,94,99,105,99,86,91,100
O=C1Nc2ccccc2/C1=C\c1nc(-c2ccccc2)n2ccccc12,/,80,92,103,94,103,80,74,76
CCOC(=O)/C=C1/S/C(=N\N=C\c2ccc(OS(=O)(=O)C(F)(F)C(F)(F)C(F)(F)C(F)(F)C(F)(F)C(F)(F)C(F)(F)C(F)(F)F)cc2)N(c2ccccc2)C1=O,111,107,107,108,108,105,96,101,99
C[C@H](NC(=O)Nc1ccc2cc3ccc(NC(=O)N[C@@H](C)c4ccccc4)cc3nc2c1)c1ccccc1,93,105,98,97,71,68,67,89,74
COc1cc(OC)c2sc(-c3ccc(-n4cncc4-c4ccc(N)cc4)cc3)nc2c1,96,70,63,91,75,71,86,64,70
CCOc1cccc(/C(N)=N/C(N)=N/c2nc3ccccc3s2)c1,111,50,106,102,86,88,88,46,72
CC(=O)/C=C/c1cc2cc(Cl)ccc2[nH]c1=O,95,76,77,80,81,69,102,60,48
CCC(C(=O)[C@@H](C)[C@@H](O)[C@H](C)[C@@H]1O[C@@H]([C@@H](CC)C(=O)NCC(F)(F)F)CC[C@@H]1C)[C@H]1O[C@]2(C=CC(=O)[C@]3(CC[C@@](C)([C@H]4CC[C@](O)(CC)[C@H](C)O4)O3)O2)[C@H](C)C[C@@H]1C (stereo partly drawn),96,79,87,79,49,78,63,85,70
Cc1cccc(N2CCN(C(N)=O)CC2)c1,89,97,98,106,101,/,113,93,98
O=C(O)Cc1cnnn1-c1ccccc1,104,100,93,98,98,99,89,106,90
CNC(=O)c1cc(-n2ccc3cc(NC(=O)Nc4ccc(Cl)c(C(F)(F)F)c4)ccc32)ccn1,57,36,34,80,80,79,78,21,36
C#C[C@]1(O)CC[C@H]2[C@@H]3CC=C4c5sc(Nc6ccc(N(C)C)cc6)nc5CC[C@]4(C)[C@H]3CC[C@@]21C,33,-38*,-53*,4.4*,12,18,34,2.8*,-78*
Cc1cccc(Nc2nc(-c3cccs3)cs2)n1,107,69,89,91,89,85,67,82,72
CCC1(C(=O)c2ccccc2)C(C(=O)OC)=NC(=S)N=C1C(=O)OC,109,105,108,102,106,98,89,110,109
COc1cc(C(=O)Nc2cc(OC)c3ccn(C)c3c2)cc2c1C[C@]1(C)CC[C@@H](O)C(C)(C)[C@H]1O2,37,21,5.6*,2.2*,27,33,-9.5*,27,13
O=C1S/C(=C\c2ccc(Cl)cc2)C(=O)N1Cc1cc2ccccc2nc1Cl,109,98,108,103,100,97,90,102,107
COc1ccc2c(ccc3c(C(=O)/C=C/c4ccc(N(C)C)cc4OC)cc(C(=O)c4ccc(Br)cc4)n32)c1,122,105,108,108,118,97,115,106,94
COc1ccccc1N1CCN(C(=O)Nc2ccc(S(N)(=O)=O)cc2)CC1,109,99,97,101,114,112,/,107,105
C=C(C)[C@@H]1CC[C@]2(C(=O)N3CCOCC3)CC[C@]3(C)[C@H](CC[C@@H]4[C@@]5(C)C/C(=C/c6ccncc6)C(=O)C(C)(C)[C@@H]5CC[C@]43C)[C@@H]12,59,43,34,50,66,77,78,52,32
COc1ccc(-c2nn(-c3ccccc3)cc2C2CC(c3cc4ccccc4oc3=O)=NN2C(C)=O)cc1 (stereo not drawn),105,104,105,105,103,94,/,103,107
CCN(CC)CCSc1ccnc(N)n1,107,104,96,112,101,111,94,101,86
N#Cc1c(-c2ccc(F)cc2)nc2c(N=Nc3ccc(S(N)(=O)=O)cc3)c(N)nn2c1N,101,92,86,97,88,86,67,47,76
O=C(Cn1cc(CN2CCN(c3ccnc4cc(Cl)ccc34)CC2)nn1)Nc1cccc([N+](=O)[O-])c1,106,102,101,95,85,90,83,85,101

# The list goes on.
SMILES,HCC-2998,HCT-15,HT29,SW-620,SF-268,SNB-19,SNB-75,KM12,HCT-116
O=C1Nc2ccc(Cl)cc2/C1=N/N=C/c1ccc2c(c1)OCCO2,110,106,116,101,101,96,95,102,104
COc1cc2c(cc1OC)-c1cc(=O)[nH]c(=O)n1CC2,101,107,110,105,99,94,81,105,108
COc1ccc(N2C(=O)CS/C2=N/N=C(\C)c2cc3ccccc3oc2=O)cc1,112,97,109,104,90,95,78,99,97
CC[C@]12C=CCN3CC[C@@]4(c5ccc(OC)cc5N(C)[C@H]4[C@@](O)(C(=O)OC)[C@@H]1OC(=O)CCCCOc1cc(O)c4c(=O)cc(-c5ccccc5)oc4c1)[C@@H]32,100,73,88,62,80,75,82,85,60
O=S(=O)(NCCCNc1cc(-c2cn(-c3ccccc3)nc2-c2ccccc2)ccn1)c1ccc(C(F)(F)F)cc1,64,41,21,71,58,67,59,40,43
CCOC(=O)CN,101,105,107,103,104,101,104,106,97
CCc1cccc2c3c(sc12)C(c1ccc(Cl)cc1)C(C#N)=C(/N=C/c1ccc(Cl)cc1)O3 (stereo not drawn),7.7*,25,7.9*,29,58,20,-14*,13,22
O=[N+]([O-])c1cccc(/C=N\N=C\c2cccc([N+](=O)[O-])c2)c1,128,103,100,108,101,115,100,98,99
CC1(C)CC(=O)c2ncccc2O1,113,102,101,113,96,99,94,101,98
Cc1ccccc1NC(=S)NC(=O)c1ccccc1,123,97,105,92,101,98,100,93,103
N#CCCC(CCC#N)(CCC#N)C(=O)c1ccc(Cl)c(Cl)c1,115,104,101,100,97,104,89,105,100
N#Cc1ccc(NC(=O)CSc2ccc(-c3ccc(Br)cc3)nn2)cc1,93,73,84,91,63,64,76,77,64

# Gathered by group, the compounds so far with a nitro group on carbon.
SMILES,HCC-2998,HCT-15,HT29,SW-620,SF-268,SNB-19,SNB-75,KM12,HCT-116
O=C(Cn1cc(CN2CCN(c3ccnc4cc(Cl)ccc34)CC2)nn1)Nc1cccc([N+](=O)[O-])c1,106,102,101,95,85,90,83,85,101
O=[N+]([O-])c1cccc(/C=N\N=C\c2cccc([N+](=O)[O-])c2)c1,128,103,100,108,101,115,100,98,99

# Profiles, looked up by structure:
# Results for COc1ccc(-c2nn(-c3ccccc3)cc2C2CC(c3cc4ccccc4oc3=O)=NN2C(C)=O)cc1 (stereo not drawn) = HCC-2998 = 105; HCT-15 = 104; HT29 = 105; SW-620 = 105; SF-268 = 103; SNB-19 = 94; SNB-75 = /; KM12 = 103; HCT-116 = 107
# Results for Oc1c(Cl)cc(Cl)cc1C=Nc1cc(C(F)(F)F)ccc1N1CCc2ccccc2C1 = HCC-2998 = 101; HCT-15 = 70; HT29 = 96; SW-620 = 92; SF-268 = 64; SNB-19 = 83; SNB-75 = 68; KM12 = 78; HCT-116 = 71
# Results for COc1cc(C(=O)Nc2cc(OC)c3ccn(C)c3c2)cc2c1C[C@]1(C)CC[C@@H](O)C(C)(C)[C@H]1O2 = HCC-2998 = 37; HCT-15 = 21; HT29 = 5.6*; SW-620 = 2.2*; SF-268 = 27; SNB-19 = 33; SNB-75 = -9.5*; KM12 = 27; HCT-116 = 13
